Smad3 inh – Smad3/FoxH1 peptide binding inhibitors, primary screen, biochemical, TR-FRET; Mothers against decapentaplegic homolog 3 (Homo sapiens), P84022; TR-FRET Smad3/Dy647-FoxH1 peptide binding, europium anti-His; inhibition, % at 25 µM; 0.29% of 88,000 active; AID 630, 2007;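 active = compounds that reduce the energy-transfer binding signal between the protein and its labelled peptide by more than half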;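 note: 0% = Smad3 plus labelled peptide maximal FRET and 100% = peptide-only background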
Target sequence (P84022 whole entry, looked up): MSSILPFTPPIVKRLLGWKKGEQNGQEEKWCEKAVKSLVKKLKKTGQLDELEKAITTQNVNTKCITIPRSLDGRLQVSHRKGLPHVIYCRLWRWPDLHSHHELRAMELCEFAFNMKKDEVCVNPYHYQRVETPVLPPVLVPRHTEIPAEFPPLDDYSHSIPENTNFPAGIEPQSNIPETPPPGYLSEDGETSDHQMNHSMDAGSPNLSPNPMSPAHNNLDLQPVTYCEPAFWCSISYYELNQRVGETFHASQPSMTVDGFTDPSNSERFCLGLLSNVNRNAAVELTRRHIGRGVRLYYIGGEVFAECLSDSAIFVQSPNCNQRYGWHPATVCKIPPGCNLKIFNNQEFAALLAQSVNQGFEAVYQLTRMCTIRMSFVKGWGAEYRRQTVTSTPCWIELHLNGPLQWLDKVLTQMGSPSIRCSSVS
Numbers without * were called inactive. An excerpt, so the mix of outcomes need not match the whole.

nr | Smad3 inh | SMILES
1 | 11 | CCN(CC)CCN1C(=O)c2cccc3cc(N)cc(c23)C1=O
2 | 5 | CC(C)=C[C@H]1[C@H](COC(=O)c2cc3c(cc2Cl)OCO3)C1(C)C
3 | 12 | O[C@@H](c1cc(-c2ccc(Cl)cc2)nc2ccccc12)[C@@H]1CCCCN1
4 | -5 | Cc1ccc(S(=O)(=O)N[C@H](C(=O)O)C(C)C)cc1
5 | -5 | CC(C)C[C@@H](N)C(=O)Nc1ccc2ccccc2c1
6 | 2 | C[C@@]12CC[C@@H]3[C@H](CCC4=CC(=O)CC[C@]43C)[C@H]1CC[C@H]2C(=O)COS(=O)(=O)c1ccc(Br)cc1
7 | 8 | C[N+](C)(C)c1ncnc2c1ncn2[C@@H]1CCCCO1
8 | -9 | COc1cc(N=C(N)N=C(N)N)c2ncccc2c1
9 | -11 | Nc1nc(N)c(CCCCc2ccccc2)c(N)n1
10 | -3 | CC1(C)[C@H]2CC[C@]1(C)[C@H](OC(=O)/C=C/c1ccccc1)C2
11 | 11 | c1cc(NNc2cccc(-c3nn[nH]n3)c2)cc(-c2nn[nH]n2)c1
12 | 1 | N=c1ccn2c(n1)O[C@H]1[C@@H](OP(=O)(O)O)[C@H](CO)O[C@H]12
13 | 11 | NC(=S)SCCC(=O)O
14 | -2 | O=C(O)c1ccc(C(=O)O)c2c(C(=O)O)ccc(C(=O)O)c12
15 | 1 | N#CCCSC(=S)[C@@H]1CCCC1=N
16 | -3 | Oc1c(Cl)cc(CN(Cc2cc(Cl)c(O)c(Cl)c2)C2CCCCC2)cc1Cl
17 | -8 | O=C(CCN1CCCCC1)N1CCc2c([nH]c3ccccc23)[C@H]1c1cccnc1
18 | 52* | NC1=N[C@@H](c2ccc(Cl)cc2)N(c2ccc(S(=O)(=O)Nc3ncccn3)cc2)C(N)=N1
19 | 23 | O=[N+]([O-])c1ccc(Nc2nc3ccccc3s2)cc1
20 | 2 | CC1CCN(CC(=O)N2c3ccccc3Sc3cc4ccccc4cc32)CC1
21 | 9 | O=C(O)Cc1[nH]cnc1C(=O)O
22 | -4 | C[C@H](NC(=O)c1ccc(Cl)c(Cl)c1)c1ccc(-c2ccccc2)cc1
23 | 68* | CCN(CC)CC[n+]1ccc2c(C)c3[nH]c4ccc(O)cc4c3c(C)c2c1
24 | -4 | CC(=O)N[C@H](Cc1ccc(O)cc1)C(=O)O
25 | 14 | O=C1C(=O)c2ccccc2C(O)=C1C(C1=C(O)c2ccccc2C(=O)C1=O)c1ccc(Cl)cc1
26 | 26 | CC(C)[C@@H]1OC(=O)C=CC=CC=CC=CC=CC[C@@H](O)[C@H](C)[C@@H](O)C[C@H](O)C[C@H](O)C[C@H](O)C[C@H](O)C[C@H](O)C[C@H](O)C=C[C@@H]1C
27 | 18 | O=S(=O)(O)c1ccc(N=Nc2ccc3c(S(=O)(=O)O)cccc3c2O)c2ccccc12
28 | 0 | Clc1ccc(CSc2ncnc3c2ncn3[C@@H]2CCCCO2)cc1
29 | -8 | CCO[P@]1(=O)OC[C@@H]2O[C@H](n3cnc4c(N)ncnc43)[C@H](O)[C@H]2O1
30 | 11 | C[C@H](C(=O)c1ccccc1)[C@@H](c1ccccc1)N1CCOCC1
31 | -1 | O=C(O)Cc1c[nH]c2ccc(F)cc12
32 | -2 | Cc1cc(C)c2c(SCc3ccc(Cl)cc3Cl)nc(N)nc2n1
33 | -2 | O=C(O)C(Sc1ccc(Cl)cc1)Sc1ccc(Cl)cc1
34 | -12 | O=C1c2ccccc2[C@@H]([C@H]2c3ccccc3C(=O)c3cc(Br)ccc32)c2ccc(Br)cc21
35 | -4 | CC1=c2c(oc3cc(O)c(Nc4c(C)cc(O)cc4O)c(C)c23)=CC(=O)C1=Nc1c(C)cc(O)cc1O
36 | 17 | S=C1N[C@H](c2ccccc2)N[C@H](c2ccccc2)S1
37 | 20 | C[N+](C)(C)CCCSc1nc2ccccc2[nH]1
38 | -6 | CC(CO)(CO)N=Cc1cc(I)cc(I)c1O
39 | 32 | OC[C@@H]1O[C@H](N2CCN([C@@H]3O[C@H](CO)[C@@H](O)[C@H](O)[C@H]3O)CC2)[C@@H](O)[C@H](O)[C@H]1O
40 | 13 | CN1CCN(CC(=O)N2c3ccccc3Sc3cc4ccccc4cc32)CC1
41 | 7 | CN1CC[C@@H](CN2c3ccccc3Sc3ccccc32)C1
42 | 86* | OC[C@H](S)CS
43 | 9 | O=C(O)C(=O)/C=C(\O)c1ccc(Br)cc1
44 | -3 | c1ccc(C(CCN2CC3CCC(CC3)C2)c2ccccc2)cc1
45 | 3 | NCCSc1nc(-c2ccccc2)c(-c2ccccc2)o1
46 | 3 | Cc1ccc(C)c(C(=N)c2ccccc2Cc2ccccc2)c1
47 | -5 | NC(=O)NC(=O)[C@H]1CCCC[C@@H]1C(=O)O
48 | 11 | NC1(C(=O)OCc2ccccc2)CCCC1
49 | 3 | O=S(=O)(O)c1cc(O)c2c(O)c(N=Nc3cccc4ccccc34)c(S(=O)(=O)O)cc2c1
50 | 3 | CN(C)c1ccc(C2N([C@H](C#N)c3ccc(N(C)C)cc3)CCCN2[C@@H](C#N)c2ccc(N(C)C)cc2)cc1 (some centres undefined)
51 | -10 | N#Cc1c(NC(=O)CCC(=O)O)ccc2ccccc12
52 | 3 | N#C/C(=C\NC(=S)c1ccncc1)c1nc2ccccc2s1
53 | -12 | CN(CCC(=O)O)S(=O)(=O)c1ccccc1
54 | -5 | CC(C)(C)c1ccc(O)c(CN(Cc2c(O)ccc3ccccc23)C2CCCCC2)c1
55 | 17 | Nc1ccc(N=Nc2ccc(-c3ccc(O)cc3)cc2)c2ccc(S(=O)(=O)O)cc12
56 | 66* | C/C(N[O-])=C(\C)[N+]([O-])=[Co].CC(=N\[O-])/C(C)=N/[O-].C[CH-][C@@H](C)O.c1ccncc1
57 | 8 | NCC(=O)[C@@H](O)[C@H](O)[C@H](O)CO
58 | -4 | Cc1cc(Cc2c(C)c(C)c(Cc3cc(C)cc(C(C)(C)C)c3O)c(C)c2C)c(O)c(C(C)(C)C)c1
59 | -5 | C[C@@H](SCc1ccccc1)C(=O)O
60 | 4 | CN(C)CCNc1nc2c(c(=O)n(C)c(=O)n2C)n1C

(cont.)
nr | Smad3 inh | SMILES
61 | -1 | CS[C@@H](CC(=O)O)C(=O)O
62 | -6 | NC1(C(=O)NC2(C(=O)O)CCCC2)CCCC1
63 | 0 | c1ccc(B2OC[C@@H]3OB(c4ccccc4)O[C@H]([C@@H]4COB(c5ccccc5)O4)[C@H]3O2)cc1
64 | 10 | O=C1c2ccccc2C(=O)c2c1ccc(C(=O)O)c2-c1ccc2ccccc2c1
65 | 97* | O=S1(=O)OC(c2ccc(O)cc2)(c2ccc(O)cc2)c2ccccc21
66 | 18 | c1ccc2cc(NCNc3ccc4ccccc4c3)ccc2c1
67 | 11 | CCOc1ccccc1/C=C(\C#N)C(N)=O
68 | 31 | O=S(=O)(O)c1ccc2c(N=Nc3cccc4ccccc34)c(O)c(S(=O)(=O)O)cc2c1
69 | 10 | c1ccc(CN2CC[C@@H](CNc3ncnc4ccccc34)C2)cc1
70 | -13 | Cn1c(=O)c2[nH]c(CCCc3ccc([N+](=O)[O-])cc3)nc2n(C)c1=O
71 | 5 | BrC(c1cccc2ccccc12)c1cccc2ccccc12
72 | -7 | CC(=O)/C(=C\c1ccccc1F)C(=O)c1ccccc1
73 | 16 | Cc1nc2ccccc2nc1-c1ccc(N=[N+]([O-])c2ccc(-c3nc4ccccc4nc3C)cc2)cc1
74 | 22 | Nc1ccccc1S[C@@H](C[N+](=O)[O-])c1ccc2c(c1)OCO2
75 | 15 | C/C(=N\NC(=O)c1ccncc1)c1ccc2ccccc2c1O

Compounds shown so far containing an aryl thioether with sulfur outside any ring (6):
nr | Smad3 inh | SMILES
28 | 0 | Clc1ccc(CSc2ncnc3c2ncn3[C@@H]2CCCCO2)cc1
32 | -2 | Cc1cc(C)c2c(SCc3ccc(Cl)cc3Cl)nc(N)nc2n1
33 | -2 | O=C(O)C(Sc1ccc(Cl)cc1)Sc1ccc(Cl)cc1
37 | 20 | C[N+](C)(C)CCCSc1nc2ccccc2[nH]1
45 | 3 | NCCSc1nc(-c2ccccc2)c(-c2ccccc2)o1
74 | 22 | Nc1ccccc1S[C@@H](C[N+](=O)[O-])c1ccc2c(c1)OCO2

Next part
nr | Smad3 inh | SMILES
76 | -1 | CN(C)Cc1ccc(C(C)(C)C)cc1-c1cc(C(C)(C)C)ccc1CN(C)C
77 | 1 | CC(C)Cn1cnc2c(Sc3c([N+](=O)[O-])ncn3C)nc(N)nc21
78 | -14 | O=C(O)CNCCc1ccccc1
79 | 48 | Cc1ccc(S(=O)(=O)O[C@@H]2[C@@H]3OC(C)(C)O[C@@H]3O[C@@H]2[C@@H]2COC(C)(C)O2)cc1
80 | 11 | S=C(S)NCCCn1ccnc1
81 | 4 | CC(C)CO[C@H](c1ccc2c(c1)OCO2)[C@H](C)Br
82 | 19 | CC1=NNC(=S)NCCCN2CCN(CCCNC(=S)NN=C(C)C=NNC(=S)NCCCN3CCN(CCCNC(=S)NN=C1)CC3)CC2
83 | 1 | O=C(O)/C=C/C(=O)Nc1ccc2c(c1)-c1ccccc1C2
84 | 8 | Cc1ncc(CSC(=N)N)n1Cc1ccccc1
85 | -1 | CC1(C)O[C@H]2[C@@H](O1)[C@@H](On1nnc3ccc(Cl)cc31)O[C@@H]2[C@@H]1COC(C)(C)O1
86 | 10 | c1ccc2c(CSCc3cccc4ccccc34)cccc2c1
87 | 17 | O=C1c2ccccc2C(O)(O)[C@@]1(O)[C@]1(O)C(=O)c2ccccc2C1(O)O
88 | 4 | O=C(O)[C@@H](c1ccccc1)[C@@H](C(=O)O)c1ccccc1
89 | 37 | C[N+]1(CCC[N+]2(C)C[C@@H]3[C@H](C2)[C@@H]2C=C[C@H]3CC2)CCOCC1 (some centres undefined)
90 | 1 | O=P(O)(CCP(=O)(O)c1ccccc1)c1ccccc1

Quoted from the listing.
Smad3 inh result of O=C(O)[C@@H](c1ccccc1)[C@@H](C(=O)O)c1ccccc1 → 4
Smad3 inh result of C[N+]1(CCC[N+]2(C)C[C@@H]3[C@H](C2)[C@@H]2C=C[C@H]3CC2)CCOCC1 (some centres undefined) → 37
Smad3 inh result of c1ccc2c(CSCc3cccc4ccccc34)cccc2c1 → 10
Smad3 inh result of CC1=NNC(=S)NCCCN2CCN(CCCNC(=S)NN=C(C)C=NNC(=S)NCCCN3CCN(CCCNC(=S)NN=C1)CC3)CC2 → 19
Smad3 inh result of O=C(O)CNCCc1ccccc1 → -14
Smad3 inh result of O=P(O)(CCP(=O)(O)c1ccccc1)c1ccccc1 → 1

Other structures follow:
nr | Smad3 inh | SMILES
91 | -11 | O=C(O)C[C@H](Cc1ccc2c(c1)OCO2)C(=O)O
92 | 0 | O=C1[C@@H]2[C@H](C(=O)N1CN1CCOCC1)[C@H]1[C@@H]3C=C[C@@H]([C@@H]4C(=O)N(CN5CCOCC5)C(=O)[C@@H]34)[C@@H]21
93 | 7 | CN(Cc1cc(Br)cc(Br)c1O)Cc1c(O)ccc2ccccc12
94 | 101* | O=C(O)[C@H]1CCCC[C@@H]1c1c2ccc(=O)c(O)c-2oc2c(O)c(O)ccc12
95 | -3 | O=C(O)C(Cc1ccccc1-c1ccccc1)C(=O)O
96 | 15 | O[C@@H](c1cc(-c2ccccc2)nc2c1ccc1ccccc12)[C@@H]1CCCCN1
97 | -9 | OC1C[C@H]2CC[C@@H](C1)N2CCCN1c2ccccc2Sc2ccc(Cl)cc21 (some centres undefined)
98 | 56* | NC(N)=NC(N)=Nc1c(F)c(F)c(F)c(F)c1F
99 | 23 | Cc1ccc(CN2CCN(Cc3ccc(C)o3)[C@@H](C)C2)o1
100 | -2 | O[C@]1(c2ccccc2)c2ccccc2NC2=NCCN21
101 | 1 | OCCCNCc1ccccn1
102 | -2 | OC(Cc1ccccc1)(Cc1ccccc1)c1ccccc1
103 | -5 | Nc1nc(SC/C=C/C2CCCCC2)c2[nH]cnc2n1
104 | 1 | CC1=CC(C)(C)Nc2ccc(CSc3ccccc3)cc21
105 | 41 | Nc1cc(S(=O)(=O)O)cc2ccc(S(=O)(=O)O)cc12

Four entries from above, as labelled records.
[91] O=C(O)C[C@H](Cc1ccc2c(c1)OCO2)C(=O)O
  Smad3 inh: -11
[92] O=C1[C@@H]2[C@H](C(=O)N1CN1CCOCC1)[C@H]1[C@@H]3C=C[C@@H]([C@@H]4C(=O)N(CN5CCOCC5)C(=O)[C@@H]34)[C@@H]21
  Smad3 inh: 0
[96] O[C@@H](c1cc(-c2ccccc2)nc2c1ccc1ccccc12)[C@@H]1CCCCN1
  Smad3 inh: 15
[100] O[C@]1(c2ccccc2)c2ccccc2NC2=NCCN21
  Smad3 inh: -2

Source: PubChem BioAssay
